# LDHA inh = qHTS assay for inhibitors of human lactate dehydrogenase | L-lactate dehydrogenase A chain (Homo sapiens), P00338 | purified LDHA, NADH/diaphorase-resazurin fluorescence; hits give low values | activity change, % (values are at about 110 or 230 µM) | hit rate 0.15% among 480,000; in the data active = activity change below about -30%; inconclusive = mostly about -25% to -30%;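 also: plate controls were DMSO wells for no effect and wells without enzyme for full effect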
#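 Resorufin fluorescence (ex540/em590), read at 0 and 20 min after diaphorase/resazurin addition, reports the NADH left after a 5 min room-temperature reaction of 2 nM human LDH5 with 0.06 mM NADH and 0.2 mM pyruvate.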
# An asterisk follows results filed as active; u = inconclusive. Some of the compounds tested (hit frequency here may not be typical).
compound | LDHA inh
COc1ccc(NC(C)=O)cc1NC(C)C(=O)N(C)Cc1cccc(F)c1 (configuration not stated) | 0
Cc1cc(C)cc(NC(=O)CCn2cnc3c2c(=O)n(C)c(=O)n3C)c1 | 4
Cc1[nH]c2ccccc2c1C(=O)/C(C#N)=C\c1ccccc1 | 2
COc1ccc(Cl)cc1NC(=O)Cc1coc2cc(C)c(C)cc12 | 7
NC(=NCc1ccccc1)NCCN1CCN(Cc2ccccc2)CC1 | -2
NC(=O)c1ccccc1NCc1cccc2ccccc12 | -3
CC(Oc1ccc(C=Nc2ccc(N3CCOCC3)cc2)cc1)C(=O)O (configuration not stated) | 28
N#Cc1nc(-c2ccc(COc3ccc4ccccc4c3)o2)oc1N1CCC(C(N)=O)CC1 | 3
CN(C)C(=O)Cc1cccc(N)c1 | 2
Cc1cc(C)n(-c2nnc(SCC(=O)Nc3ccccc3C)n2N)n1 | 0
COC(=O)c1ccc(Oc2c(C(F)(F)F)oc3cc(O)ccc3c2=O)cc1 | 5
Cc1nc2cccc(C(=O)Oc3ccc(Cl)cc3)c2o1 | 4
Cc1ccc(NC(=O)CSCc2cc(=O)n3ccsc3n2)cc1C | 4
COc1cc(/C=C/C(=O)c2ccc(C)cc2OC)ccc1OC(F)F | 4
Cc1oc(-c2ccccc2)nc1C(=O)N(C)C(C)C(C)(C)C (configuration not stated) | 5
Cc1cc(F)ccc1NC(=S)NCc1ccccc1 | -4
CC(C)n1ncc2cc(C(=O)NCc3ccc(OC(F)F)cc3)cnc21 | -2
CCNC(=O)CSc1cc(C)c2cccc(C)c2n1 | -2
CCN1CCN(c2nc3ccccc3nc2C(C#N)S(=O)(=O)c2cccc(C)c2)CC1 (configuration not stated) | 4
O=C(Cc1ccc2c(c1)CCC2)Nc1nc2ccc(F)cc2s1 | 12
CCc1nnc2ccc(NCc3ccc(F)cc3)nn12 | 4
O=C(Nc1ccc(C(O)(C(F)(F)F)C(F)(F)F)cc1)c1ccc(Br)cc1 | 15
CCCCC[C@@H](C)N1C[C@H](COCc2ccccc2)Oc2cc(N3CCC[C@H]3C(N)=O)ccc2S1(=O)=O | -8
CCOc1ccc(C(=O)CC2(O)C(=O)Nc3ccc(CC)cc32)cc1 (configuration not stated) | 5
COc1ccc(/C=C/C(=O)OCc2cc(=O)oc3c(C)c(C)ccc23)cc1OC | 5
COc1ccc(C(C)=O)cc1CN1CCN(C/C=C/c2ccccc2)CC1 | -6
O=C(OCC#CCSc1nnc(-c2cccc3ccccc23)o1)c1cc(F)c(F)c(F)c1 | -6
Nc1ccc(C(c2ccc(N)cc2)c2ccc(O)cc2)cc1 | 3
O=c1c2c(ncn2Cc2ccco2)n(Cc2ccccc2)c(=O)n1CC(O)c1ccccc1 (configuration not stated) | 8
CC#CCCC(=O)Nc1ccc(C)cc1 | 6

# (continued)
compound | LDHA inh
CCN(C(=O)c1ccc(Cl)s1)C1CC1 | 7
CCC(CC)C(=O)Nc1ccc2oc(-c3ccc(OC)cc3)nc2c1 | 3
CCCCOCCCNC(=O)CCC(=O)O | -12
Cc1ccccc1-c1noc(COc2ccc3ccc(=O)oc3c2)n1 | 26
O=S(=O)(Cc1ccccc1F)CC(O)c1ccccc1 (configuration not stated) | -4
Cc1ccc(C(=O)NCCc2c[nH]c3ccc(C)cc23)cc1 | 1
CC(C(=O)Nc1cccc2ncccc12)N1CCCCC1 (configuration not stated) | 1
CC(=O)c1c(C)[nH]c(C(=O)COc2ccc(F)c(Cl)c2)c1C | 2
CSC1=N/C(=C\c2cccc(Oc3ccccc3)c2)C(=O)S1 | 14
CCOc1cc(-c2nn3c(-c4ccccc4C)nnc3s2)cc(OCC)c1OCC | 1
CC(C)C(NC/C=C/c1ccccc1)C(=O)O (configuration not stated) | -3
Clc1ccc(-n2nnnc2C2(Nc3ccccc3)CCCC2)cc1 | 0
CCOC1=C2CN(S(=O)(=O)c3ccc(C)cc3)C(c3ccc(C)cc3)CC2N(S(=O)(=O)c2ccc(C)cc2)C(c2ccccc2)C1 (configuration not stated) | -6
O=C(Nc1cccc(Cl)c1)c1ccc2c(Cl)c3c(nc2c1)CCCC3 | u
COc1ccc(C(C)=O)cc1CC(=O)Oc1cc(Cl)ccc1Cl | -5
O=C(Cn1cnc2cc(F)ccc2c1=O)N1CCCC1c1ccc2c(c1)OCCO2 (configuration not stated) | -8
CCCCC(=O)NCC(O)COCc1ccc(OC)cc1 (configuration not stated) | 3
COC(=O)[C@@]1(Sc2ccc(C)cc2)CC(=O)N(C(=O)CCc2ccccc2)[C@@H]1c1ccccc1 | -3
O=C(Nc1ccc(F)c(F)c1)c1cnn2c(C(F)F)cc(C3CC3)nc12 | -6
COC(=O)c1c[nH]c(=O)cn1 | 3
O=C(NCc1ccnc(N2CCCC2)c1)c1ccc(O)c(Cl)c1 | -1
O=C(Nc1ccccc1)C1CC(=O)N(Cc2ccccc2)c2nc3ccccc3n21 (configuration not stated) | 2
CC(C)(C)OC(=O)Nc1ccccc1-n1nnnc1C(C(=O)c1ccc(F)cc1)N1CCOCC1 (configuration not stated) | 4
Cc1ccc(S(=O)(=O)N(CC(=O)N2CCc3ccccc3C2)Cc2cccc(C)c2)cc1 | 5
CC(C)C[C@H]1COc2cc(N3CCC[C@@H]3CO)ccc2S(=O)(=O)N1 | 5
CC(C)c1nc2oc3c(N(CCO)Cc4ccccc4)ncnc3c2c2c1CCC2 | 0
CCc1cccc(C)c1NC(=O)COC(=O)c1cc(C)nc2ccccc12 | 5
Cc1ccccc1COc1ccc(C=O)cc1 | 16
O=C(Nc1cccc(Cl)c1)c1cnc(N2CCOCC2)c2ccccc12 | -2
CC1CSc2ccc(S(=O)(=O)NCCc3ccccc3)cc2NC1=O (configuration not stated) | 2

# (cont.)
compound | LDHA inh
Cc1cc2nc(/C(C#N)=C/c3ccc4c(c3)OCO4)[nH]c2cc1C | 13
CCOc1cc(/C=C(/C#N)C(=O)OCCOC)cc(Cl)c1OC | 0
CSc1nc(C(C)C)nc(C)c1C(=O)Nc1cc(Cl)ccc1C | 3
CCCN1C(=O)c2cc(C(=O)NCc3ccccc3OC)nn2CC1(C)C(=O)NC1CCCC1 (configuration not stated) | -8
Cc1cc(C)n(-c2nc3c(c(=O)n(CCN4CCOCC4)c(=O)n3C)n2CCC(C)C)n1 | 0
CCCc1cc(=O)[nH]c(SCc2nc(-c3ccc(OC)c(OC)c3)no2)n1 | -1
COc1ccccc1-n1c(=O)n(CC(=O)NC(C)c2ccccc2)c(=O)c2c(C)cc(C)nc21 (configuration not stated) | 11
CC(C)(C)OC(=O)N1Cc2ccccc2C[C@H]1C(=O)Nc1ccc2c(c1)OCO2 | -13
COc1ccc(CNc2cccc(C(=O)O)c2C)cc1OC | -2
CCC/C(=N\NC(=O)C(O)(c1ccc(C)cc1)c1ccc(C)cc1)c1ccccc1 | 8
CCc1ccccc1NC(=O)CSc1nnc(-c2cc(-c3ccc(Cl)cc3)n[nH]2)n1N | 5
Cn1c2c(c(=O)n(C)c1=O)C(c1ccc(O)cc1)C1=C(CC(C)(C)CC1=O)N2 (configuration not stated) | 0
Cc1ccc(OCCN)cc1C | 6
CC(C)Cn1c(=O)[nH]c(=O)c2c(C(=O)O)cc(C3CC3)nc21 | 8
O=C(C(=O)N1CCN(c2ccccc2)CC1)c1ccncc1 | -2
Cc1ccc(-n2nnc(C(=O)NC3CCCCC3)c2N)cc1 | 11
CC(Sc1ncc(-c2ccccc2)o1)C(=O)NCc1ccc(F)cc1 (configuration not stated) | 3
CN(CC(=O)NC(=O)NCCC1=CCCCC1)C1CCCCC1 | 5
CC1(C)C(c2ccccc2)=[N+]([O-])C(c2ccccc2Cl)N1O (configuration not stated) | 6
CCOc1ccc(-c2cc(C(=O)NC(C)CC)c3ccccc3n2)cc1 (configuration not stated) | 4
CCOc1ccc(CN(C)CC(=O)NC(=O)NCc2ccccc2)cc1 | 11
CC(C(=O)NCc1ccccc1)n1c(Cc2cc(F)cc(F)c2)nc2ccccc21 (configuration not stated) | 1
COc1ccc(CNCc2ccco2)cc1OC | -5
O=C(O)/C=C/c1ccc(Br)o1 | 1
CCOC(=O)c1ccc(Oc2c(C(F)(F)F)oc3cc(OC(=O)c4ccc(F)cc4)ccc3c2=O)cc1 | 1
CC(C)(C)c1cc(C(F)(F)F)[nH]n1 | 9
O=[N+]([O-])c1ccc(N=Cc2cccnc2)cc1 | -1
O=C(O)c1nn(CC(=O)N2CCCC2)c(=O)c2ccccc12 | -4
O=C1NC[C@@H](CCCCN2C[C@H](Cc3ccc(O)cc3)N(CCc3ccccc3)C(=O)C2=O)N(CCc2ccccc2)C1=O | -2
COc1ccccc1/C=N/O | -4

# Following part:
compound | LDHA inh
CCOC(=O)c1ccc(NC(=O)C2CCOCC2)cc1 | 1
O=S(=O)(c1ccc2ccccc2c1)N1CCN(c2nc3ccccc3o2)CC1 | -5
CCc1ccc(S(=O)(=O)c2nnn3c2nc(NCc2ccc(F)cc2)c2sccc23)cc1 | 8
CC(C)(C)SCC(=O)N1CCCC(O)C1 (configuration not stated) | -3
Clc1cccc(Cl)c1C=Nc1cccc2ccccc12 | 25
COC[C@H]1CCCN1c1ccc2c(c1)O[C@@H](COCc1ccccc1)CN([C@H](C)c1ccccc1)S2(=O)=O | 1
CONC(=O)C(C)c1ccc2cc(OC)ccc2c1 (configuration not stated) | 0
CC(Cc1ccco1)NS(=O)(=O)N1CCOCC1 (configuration not stated) | 2
O=C(Nc1cccc2c1CCCC2)c1cnc(Cl)c(Cl)c1 | 4
COc1ccc(O)c(C2Nc3ccccc3C(=O)N2Cc2ccccc2)c1 (configuration not stated) | 15
Cc1cccc(C)c1-n1nnnc1C1(C)CCC(=O)N1CCc1ccc(O)cc1 (configuration not stated) | -2
Cn1c(=O)c2c(ncn2CC(=O)OCC(=O)c2ccc(C3CCCCC3)cc2)n(C)c1=O | 1
COc1ccc(C(=O)O)c(OCc2ccc(C#N)cc2)c1 | -7
Cc1c(Cl)cccc1-n1c2c(c(=O)[nH]c1=O)CN(CCc1ccccc1)CN2 | 10
CSc1cccc(NC(=O)CCc2ncc(-c3ccc(F)cc3)o2)c1 | -4
O=C(Nc1ccccc1C(=O)N1CCCCC1)c1cnc2ccccc2n1 | 12
Cc1ccsc1CN(C(=O)c1ccc(F)cc1)C1CCS(=O)(=O)C1 (configuration not stated) | 2
O=C(NCCCNC(=O)c1cc(Cl)ccc1Cl)c1nc2ccccc2c(=O)[nH]1 | -9
CCCN(CCC)S(=O)(=O)c1ccc(OC)c2ncccc12 | 4
Cc1cccc(C2C3=C(COC3=O)Nc3c2c(=O)[nH]c(=O)n3CC(C)C)c1 (configuration not stated) | -2
CCCCc1ccc(C(=O)Cn2cnc3c2c(=O)n(C)c(=O)n3C)cc1 | 2
CC(C)(CNC(=S)NC1CC2CCC1C2)N1CCOCC1 (configuration not stated) | 0
CCCC(=O)Nc1ccc(Cl)c(NC(=O)c2ccc(OCC)cc2)c1 | -10
Cc1ccc(S(=O)(=O)c2cc3c(cc2NC(=O)COc2ccc(C)cc2C)n(C)c(=O)n3C)cc1 | -4
Cn1nc(C(=O)N2CCC(c3ccccc3)C2)c2c1-c1ccsc1CC2 (configuration not stated) | 21
Cc1cc(C)cc(N(CCC#N)C(=O)COC(=O)c2csc(NCc3ccccc3)n2)c1 | 5
CSc1nnc([C@H](CC(C)C)NC(=O)OC(C)(C)C)o1 | -6
COc1nc2ccccc2nc1N1CCC(C(=O)Nc2ccc(C(N)=O)cc2)CC1 | 2
CCn1c(CC(=O)Nc2ccccc2C)nnc1SCC(=O)Nc1ccc2ccccc2c1 | -1
O=C(CCc1ccsc1)N(CC1CCOC1)C1CC1 (configuration not stated) | 0

# An excerpt of these results, with the structure last.
LDHA inh	compound
-7	COc1ccc(C(=O)O)c(OCc2ccc(C#N)cc2)c1
10	Cc1c(Cl)cccc1-n1c2c(c(=O)[nH]c1=O)CN(CCc1ccccc1)CN2
-4	CSc1cccc(NC(=O)CCc2ncc(-c3ccc(F)cc3)o2)c1
12	O=C(Nc1ccccc1C(=O)N1CCCCC1)c1cnc2ccccc2n1
2	Cc1ccsc1CN(C(=O)c1ccc(F)cc1)C1CCS(=O)(=O)C1 (configuration not stated)
-9	O=C(NCCCNC(=O)c1cc(Cl)ccc1Cl)c1nc2ccccc2c(=O)[nH]1
4	CCCN(CCC)S(=O)(=O)c1ccc(OC)c2ncccc12
-2	Cc1cccc(C2C3=C(COC3=O)Nc3c2c(=O)[nH]c(=O)n3CC(C)C)c1 (configuration not stated)
2	CCCCc1ccc(C(=O)Cn2cnc3c2c(=O)n(C)c(=O)n3C)cc1
0	CC(C)(CNC(=S)NC1CC2CCC1C2)N1CCOCC1 (configuration not stated)
-10	CCCC(=O)Nc1ccc(Cl)c(NC(=O)c2ccc(OCC)cc2)c1
-4	Cc1ccc(S(=O)(=O)c2cc3c(cc2NC(=O)COc2ccc(C)cc2C)n(C)c(=O)n3C)cc1
21	Cn1nc(C(=O)N2CCC(c3ccccc3)C2)c2c1-c1ccsc1CC2 (configuration not stated)
5	Cc1cc(C)cc(N(CCC#N)C(=O)COC(=O)c2csc(NCc3ccccc3)n2)c1
-6	CSc1nnc([C@H](CC(C)C)NC(=O)OC(C)(C)C)o1
2	COc1nc2ccccc2nc1N1CCC(C(=O)Nc2ccc(C(N)=O)cc2)CC1

# Next section.
compound | LDHA inh
CCN(CC)S(=O)(=O)c1ccc(N/N=C/c2cccs2)c([N+](=O)[O-])c1 | 1
S=C(NCc1cccc(Cl)c1)NCc1cccs1 | -5
CNC(=O)NC(=O)Cn1nnc(-c2cccc(F)c2)n1 | -14
Cc1ccc(NC(=O)CN(C)C(=O)c2oc3ccccc3c2C)cc1 | 4
Cc1ccc2[nH]c(=O)c(CN(C)S(C)(=O)=O)cc2c1 | 0
CCOC(=O)[C@]12CCCC=C1N(Cc1ccc3c(c1)OCO3)C(=O)[C@H](CC(=O)N1CCOCC1)C2 | -3

# Source: PubChem BioAssay
